# Mito fusion yeast: inhibitors of mitochondrial division or activators of mitochondrial fusion | S. cerevisiae fusion-defective mutant growth rescue, CellTiterGlo 48 h | Potency, µM (series often up to 46.1 µM), for inactives: at the top dose growth rescue (activation), hits mostly activators | 320,000 compounds, 0.23% hits;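 also: potency is read from the fitted curve at half-maximal effect; % of control where 0% means no effect; nearly all actives have a fitted effect of over 45% in size; temperature-sensitive fusion mutants such as fzo1-1 at 37 °C on non-fermentable ethanol glycerol medium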
#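 S. cerevisiae fusion-defective temperature-sensitive mutants (e.g. fzo1-1, mgm1-5) grown 48 h at 37C in YPEG (ethanol/glycerol non-fermentable) medium with 23 nl compound per well; growth rescue read as CellTiterGlo luminescence.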
# NPC1 promoter act: NPC1 promoter activation. Huh7 NPC1 promoter luciferase reporter, 24 h. Potency, µM (highest dose often 9.22 µM), for the others: at the highest dose activation, usual class: activators. 320,000 compounds, 2.4% hits. AID 485313;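 also: potency is read from the fitted curve at half-maximal effect; % of control where 0% means no effect; nearly all actives have a fitted effect of over 60% in size; reporter is driven by a mutant NPC1 promoter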
#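 NPC1 promoter–luciferase Huh7 cells; 24 h compound; luminescence.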
# Gal4-VP16 FLuc: counter-screen for ROR gamma inhibitors: Gal4-VP16 reporter; Drosophila S2 Gal4-VP16 UAS-luciferase, luminescence, 20 h; Potency, µM (top dose mostly 53.6 µM), without a hit: at the top dose activity, negative = inhibition, usual class: inhibitors; 310,000 compounds, 3.5% hits;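 also: Gal4-VP16 expression switched on by copper sulfate through the metallothionein promoter; potency is read from the fitted curve at half-maximal effect; % is scaled to controls: 0 for no effect and ±100 for the full control effect; nearly all actives have a fitted effect of over 50% in size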
# MBNL1 CUG block: MBNL1-poly(CUG) RNA binding inhibition. TR-FRET MBNL1-His/biotin-(CUG)12 binding, 665/545 ratio. Potency, µM (titrated, usually from 57.5 µM), for the others: at the highest dose activity change, negative = inhibition, most hits filed as inhibitors. 280,000 compounds, 0.036% hits. AID 2675; active = well fitted inhibition curve with a large enough effect in the signal ratio, with a control signal flat, not every such curve was filed as active; inconclusive = small, poorly fitted or top-dose-only effect, or effect the other way, or a change in a side signal; inactive = no such curve, though single readings can be large or run the other way; the % refers to the signal ratio; also: potency is read from the fitted curve at half-maximal effect; % is scaled to controls: 0 for no effect and ±100 for the full control effect
# Target sequence (Q9NR56 whole entry, looked up): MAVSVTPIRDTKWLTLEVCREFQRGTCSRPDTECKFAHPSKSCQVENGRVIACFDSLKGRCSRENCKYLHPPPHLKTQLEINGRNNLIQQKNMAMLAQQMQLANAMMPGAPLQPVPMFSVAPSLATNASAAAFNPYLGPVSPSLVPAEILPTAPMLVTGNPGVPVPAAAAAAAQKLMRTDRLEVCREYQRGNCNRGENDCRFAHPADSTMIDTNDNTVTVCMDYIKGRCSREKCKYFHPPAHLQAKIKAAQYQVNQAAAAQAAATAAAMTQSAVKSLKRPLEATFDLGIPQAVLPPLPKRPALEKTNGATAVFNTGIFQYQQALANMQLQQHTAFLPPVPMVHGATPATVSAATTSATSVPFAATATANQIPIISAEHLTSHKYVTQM
#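 Inhibition of protein-RNA binding appears as loss of TR-FRET between terbium anti-His antibody on MBNL1-His and streptavidin-XL665 on biotin-(CUG)12. Activity is normalized to buffer-only and uninhibited-complex controls.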
# PKM2 activator: PKM2 (human) enzyme activation | 260,000 compounds, 0.34% hits | purified PKM2, Kinase-Glo ATP luminescence, activation; response scale: 0% is enzyme alone, no compound | P14618 | Potency, µM (top dose mostly 57.5 µM), inactives show at the top dose activation, hits mostly activators | AID 1631; also: potency is read from the fitted curve at half-maximal effect; % is scaled to controls: 0 for no effect and ±100 for the full control effect; nearly all actives have a fitted effect of over 55% in size
#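 ATP formation by purified human PK-M2, quantified via coupled luciferase luminescence after 1 h at room temperature with 0.1 mM ADP and 0.5 mM PEP final.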
# ELG1 repair inh: blocks ELG1-dependent DNA repair in HEK293T cells. HEK293T ELG1-luciferase reporter, luminescence, 16 h; DNA damage induced by 5-fluorouridine. Potency, µM (series often up to 46.1 µM), without a hit: at the highest dose activity change, negative = inhibition, actives largely listed as inhibitors. 330,000 compounds, 2.3% hits; also: potency is read from the fitted curve at half-maximal effect; % is scaled to controls: 0 for no effect and ±100 for the full control effect; nearly all actives have a fitted effect of over 55% in size
#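 Step one: seed 2,000 cells per well. Step two: pin-transfer compound or DMSO alongside 5-fluorouridine. Step three: incubate 16 hr, 37 °C, 5% CO2. Step four: add ONE-Glo, wait 30 min, read luminescence.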
# Rab9 prom act: activators of Rab9 promoter; Potency, µM (highest dose often 9.22 µM), without a hit: at the highest dose activation, negative = inhibition, hits mostly activators; Huh7 Rab9 promoter-luciferase reporter, luminescence, 24 h; AID 485297; 320,000 compounds, 2.8% hits; also: potency is read from the fitted curve at half-maximal effect; % of control where 0% means no effect; nearly all actives have a fitted effect of over 60% in size
#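 Cells were plated at 1500 per well in reduced-serum medium with 10% FBS and left 2 h. Compound in DMSO was then added for 24 h at 37 °C. Reporter signal was read by luminescence after 10 min with luciferase detection reagent.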
# KCNH2 3.1 block: inhibitors of human KCNH2 3.1 potassium channel isoform. U2OS KCNH2 3.1, thallium flux FluxOr; hits give low values. activity change, % (tested at about 1.8 µM). 340,000 compounds, 0.95% hits. AID 720553;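 active = maximum activity change below -70%; inconclusive = maximum activity change from -70% to -50%; inactive = maximum activity change above -50%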;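 also: thallium influx rate constant from kinetic fluorescence after stimulation buffer; % is scaled to controls: 0 for no effect and ±100 for the full control effect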
#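 Channel expression came from 3.1 mutant virus (1.77 x 10^8 /mL) applied to suspended U2OS cells for 4 h. Flux was tracked with FluxOr dye plus Red40 quencher, and kinetic rate constants normalized to controls.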
# Menin-MLL TR inh: menin-MLL binding inhibition, Texas Red mutant peptide | 270,000 compounds, 0.23% hits | Potency, µM (series often up to 61.6 µM), for inactives: at the top dose FP activity change, negative = inhibition, actives largely listed as inhibitors | O00255 | AID 1768 | Menin + Texas Red MLL mutant peptide, fluorescence polarization; active = well fitted inhibition curve with a large enough effect in the polarisation, with a control signal flat, not every such curve was filed as active; inconclusive = small, poorly fitted or top-dose-only effect, or effect the other way, or a change in a side signal; inactive = no such curve, though single readings can be large or run the other way; the % refers to the polarisation; also: potency is read from the fitted curve at half-maximal effect; % of control where 0% means no effect; many of its hits are not listed in these tables
# Target sequence (O00255 whole entry, looked up): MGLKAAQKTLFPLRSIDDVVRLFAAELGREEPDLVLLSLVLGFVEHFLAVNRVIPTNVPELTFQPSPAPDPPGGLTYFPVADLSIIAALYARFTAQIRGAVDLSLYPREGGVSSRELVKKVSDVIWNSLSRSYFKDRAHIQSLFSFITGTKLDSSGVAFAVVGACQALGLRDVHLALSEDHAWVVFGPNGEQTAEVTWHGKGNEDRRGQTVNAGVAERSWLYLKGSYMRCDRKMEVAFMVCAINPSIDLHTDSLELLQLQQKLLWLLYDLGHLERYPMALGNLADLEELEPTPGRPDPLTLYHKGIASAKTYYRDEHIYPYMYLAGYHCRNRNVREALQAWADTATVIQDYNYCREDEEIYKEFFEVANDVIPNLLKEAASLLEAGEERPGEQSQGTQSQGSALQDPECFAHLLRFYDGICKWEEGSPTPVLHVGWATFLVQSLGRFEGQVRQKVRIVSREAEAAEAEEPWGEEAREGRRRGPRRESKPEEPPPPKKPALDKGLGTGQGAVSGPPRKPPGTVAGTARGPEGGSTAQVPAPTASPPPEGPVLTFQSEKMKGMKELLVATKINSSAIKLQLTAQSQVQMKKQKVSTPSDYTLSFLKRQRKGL
# RORg inh: ROR gamma (mouse) transcription inhibition | P51450 | Drosophila S2 Gal4-RORgamma UAS-luciferase reporter, 20 h | Potency, µM (doses to about 53.6 µM), for inactives: at the top dose activity change, negative = inhibition, actives largely listed as inhibitors | 310,000 compounds, 5.4% hits | AID 2551; also: potency is read from the fitted curve at half-maximal effect; % is scaled to controls: 0 for no effect and ±100 for the full control effect; nearly all actives have a fitted effect of over 60% in size
#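 Drosophila S2 cells stably expressing Gal4-DBD/mouse RORγ fusion under metallothionein promoter plus UAS-luciferase; compound 1 h, then 700 uM CuSO4 induction for 20 h at ambient temperature; inhibition read as reduced luminescence.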
# FLuc counter: counter-screen for miR-21 project: firefly luciferase inhibitors or activators; purified FLuc, Km substrates, luminescence inhibition; Potency, µM (titrated, usually from 57.5 µM), inactives show top-dose activity change, negative = inhibition, most hits filed as inhibitors; 360,000 compounds, 6.9% hits;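 also: potency is read from the fitted curve at half-maximal effect; plate controls were vehicle for no effect and reference inhibitor for full effect; nearly all actives have a fitted effect of over 55% in size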
#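 Biochemical qHTS of compounds, final roughly 60 µM downward over six points, against 10 nM purified firefly luciferase using Km concentrations of substrates (10 uM D-luciferin, 10 uM ATP) in Tris acetate pH 7.5 buffer; luminescence output.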
# Starred values were filed as active, the others as inactive; ? = inconclusive; . = no result given; & = joins results of further samples; [ ] = remark or other dose. Unless noted, calls follow the shape of the dose curve; as a rule, active = well fitted curve in the direction sought with a large enough effect; inconclusive = small, poorly fitted or top-dose-only effect, or another doubt; inactive = no such curve, though single readings can be large; an effect the other way counts as inactive or inconclusive. Some of the compounds tested, so the mix of outcomes need not match the whole.
# Order of results: Menin-MLL TR inh	FLuc counter	KCNH2 3.1 block	MBNL1 CUG block	PKM2 activator	Rab9 prom act	NPC1 promoter act	Gal4-VP16 FLuc	Mito fusion yeast	ELG1 repair inh	RORg inh
CN(C)CC/C=C1/c2cc(F)ccc2CSc2ccc(F)cc21
  -17%	-1%	-3	-5%	-3%	3%	-1%	-4%	-6%	-10%	10%
CSc1cccc(NC(=S)N2CCC(N(C)C3CCCC3)CC2)c1
  -13%	-3%	-11	1%	-8%	-3%	-4%	11%	3%	3%	-14%
Fc1ccc(CSc2ccc3nnc(-c4cccnc4)n3n2)cc1
  -9%	0%	8	3%	8%	0%	-5%	-11%	6%	22%	-15%
CCN(CC)S(=O)(=O)c1ccc(C(=O)NNC2=NS(=O)(=O)c3ccccc32)cc1
  7%	-13%	15	0%	.	-3%	-1%	-7%	-4%	10%	0%
O=C(N/C(=C\c1ccccc1)C(=O)N1CCOCC1)c1ccco1
  -12%	-2%	-21	-4%	-5%	-4%	-2%	-1%	-6%	-1%	6%
Cc1nc2ccccc2n1C(=O)N(C)C
  0%	4%	-4	.	0%	5%	-2%	-6%	-1%	6%	16%
COc1ccccc1C/C(N)=N/OC(=O)COc1cccc2ccccc12
  2%	-1%	-1	-7%	3%	1%	2%	-24%	3%	30%	?
Cc1cccc(/C=N/N2CCN(c3ccccc3)CC2)c1
  -8%	7.6µM*	0	-2%	-9%	?	?	2%	-4%	?	-11%
CC1c2cc3c(cc2CCN1CC(=O)Nc1ccc(S(=O)(=O)N2CCCC2)cc1)OCCCO3 (stereo unspecified)
  3%	2%	19	1%	1%[0.46 µM]	0%	-2%	-7%	3%	?	23%
CC(=O)NC(CC(=O)Nc1cccc(S(=O)(=O)N2CCCC2)c1)c1ccccc1 (stereo unspecified)
  .	-4%	14	1%	-7%	4%	1%	3%	0%	10%	7%
O=C(c1ccc(S(=O)(=O)N2CCCC2)cc1)N1CCN(S(=O)(=O)c2cccc(F)c2)CC1
  ?	2%	8	-7%	.	-2%	-2%	-1%	-3%	1%	-4%
C/C(=C\C(=O)c1ccncc1)Nc1ccccc1O
  .	?	-4	?	1%	-6%	13%	-2%	-7%	2%	?
O=C(NC(=S)Nc1cccnc1)c1cccs1
  3%	?	-10	-2%	-3%	16%	11%	-7%	-3%	?	10µM*
COc1c(C)cc(C(=O)C2CCCN(Cc3cnc(N4CCOCC4)s3)C2)cc1C (stereo unspecified)
  -8%	-2%	-5	-3%	-7%	-7%	-3%	2%	0%	21µM*	0%
Cc1sc2nc3ccc(N4CCCCC4)nn3c(=O)c2c1C
  -12%	8.5µM*	3	?	0%	?	?	-8%	0%	?	-39%
Cc1cc(=O)oc2c3c(cc(OCC(=O)N4CCC[C@H]4C(=O)O)c12)OC(C)(C)CC3
  -10%	2%	3	12%	2%	-3%	-4%	-5%	2%	14%	-19%
Cc1ccc(S(=O)(=O)NNC(=O)C(O)(c2ccccc2C)c2ccccc2C)cc1
  -5%	0%	1	-3%	4%	-3%	-6%	-15%	11%	-4%	12%
C/C=C/C(=O)OCC(=O)Nc1ccccc1Br
  2%	6%	-3	.	-3%	4%	-20%	3%	-2%	-7%	1%
COc1ccccc1OCc1cc(C(=O)N2CCN(C)C(c3ccccc3)C2)no1 (stereo unspecified)
  .	9.5µM*	.	-6%	9%	2µM*	4µM*	3%	-27%	?	6%
CCOc1ccccc1NC(=O)Cn1nnc(C(=O)NCCc2ccc(OC)c(OC)c2)c1N
  15%	-3%	-13	-3%	-1%	-4%	-8%	3%	12%	?	-1%
O=C(/C=N/O)NCC1CCNCC1
  5%	0%	3	-15%	0%	-8%	2%	1%	1%	4%	5%
COc1cc(NC(=O)C(C)C)ccc1NC(=O)c1cc2ccccc2o1
  0%	7.6µM*	-3	-7%	-3%	3.2µM*	2.2µM*	19%	9%	?	37%
CC(C)N1CC(C(=O)Nc2cccc([N+](=O)[O-])c2)CC1=O (stereo unspecified)
  -30%	6%	9	?	-3%	-1%	-3%	2%	2%	15%	3%
O=C(NC1CCCC1)C(c1ccccc1)N(Cc1cccnc1)C(=O)Cc1cccs1 (stereo unspecified)
  1%	1%	-6	2%	-6%	0%	-4%	-7%	1%	11%	-12%
COc1cc(NC(=O)CCn2c(=O)oc3ccccc32)cc(OC)c1OC
  1%	1%&1%	-8	4%	-1%	2%	0%	5%	-1%	-17%	3%
CN(C)S(=O)(=O)c1ccc(N2CCN(S(=O)(=O)c3ccc(F)cc3)CC2)c(Cl)c1
  -2%	10%	3	-3%	8%	-1%	5%	13%	-4%	?	?
CS(=O)(=O)N(CCC#N)Cc1ccco1
  7%	-1%	-11	-2%	0%	-4%	-5%	9%	-2%	6%	-9%
CCC1CCCCN1C(=O)c1sc2ncnc(N(CC)CC)c2c1C (stereo unspecified)
  ?	3%	3	1%	-9%	1%	-5%	-5%	4%	0%	11%
COc1ccc(S(=O)(=O)N2CCSC2c2ccc(N)cc2)cc1 (stereo unspecified)
  2%	4%	-5	9%	1%	-10%	-7%	-3%	-2%	-17%	7%
CCNS(=O)(=O)c1ccc(NC(=O)Nc2cc(C)ccc2OC)cc1
  .	?	21	7%	3%	-3%	-1%	0%	3%	?	32%
O=C(CNC(=O)Cc1ccccc1)NCC(=O)N1CCN(C(c2ccccc2)c2ccccc2)CC1
  -5%	1%	3	-6%	14%	-3%	0%	.	-2%	-27%	.
O=C1CC(c2ccccc2)Cc2nc3ncnn3cc21 (stereo unspecified)
  .	1%	22	10%	-17%	-9%	0%	-5%	-4%	-4%	3%
Cc1ccc(S(=O)(=O)Nc2cccc(C(=O)NCC(C)(C)N3CCOCC3)c2)cc1F
  .	2%	-11	.	.	-1%	3%	.	-2%	-2%	.
COc1ccc2nc(SCC(=O)Nc3ccccc3C#N)[nH]c2c1
  15%	-7%	11	-7%	5%	0%	10%	16%	-3%	10%	?
CCn1c(SCC(=O)N2CCCC2)nc2ccccc21
  -12%	3%	4	0%	0%	1%	-6%	4%	7%	14%	-2%
CCOc1ccc(Nc2nc(N)nc(CN3CCN(c4ccccc4F)CC3)n2)cc1
  11%	2%	-7	-9%	5%	-7%	-2%	-5%	-15%	16µM*	11µM*
Oc1ccccc1/C=N/NC(=S)NCCc1ccccc1
  ?	27µM*	4	-14%	.	27%	29%	22µM*	-14%	-23%	7.1µM*
O=c1c([N+](=O)[O-])cccn1Cc1cccc(Cl)c1
  22%	3%	6	?	10%	-4%	-8%	0%	3%	3%	5%
CCn1c(C(C)NC(=O)c2ccccc2C)n[nH]c1=S (stereo unspecified)
  -3%	-12%	9	9%	1%	-8%	-4%	-11%	5%	-5%	-29%
Cc1cc(S(=O)(=O)NC2CCCCC2)ccc1OCC(=O)NCc1ccccn1
  ?	3%	-15	-9%	16%	-1%	-3%	.	2%	?	-35%[0.365 µM]
O=[N+]([O-])/C=C\c1ccc(N2CCCC2)c(F)c1
  3%	?	-17	8%	0%	27%	16%	-16%[10 µM]	18%	?	?
C/C(=C\C(=O)c1ccccc1)Nc1ccc(Br)c(Cl)c1
  7%	21µM*	4	-5%	-4%	?	24%	-2%	-1%	?	-52%
Cc1cc2c(n1-c1ccc(C(=O)O)cc1)CCCCC2
  -4%	-4%	.	0%	.	-6%	-1%	-5%	11%	?	-9%
COc1ccc(-c2nc(=S)[nH][nH]2)cc1OC
  2%	-8%	6	-4%	-2%	3%	-1%	-6%	5%	14%	-37%
O=C1CC(N2CCC(c3nc4ccccc4s3)CC2)C(=O)N1Cc1ccccc1 (stereo unspecified)
  5%	0%	-12	0%	4%	-5%	0%	3%	-3%	?	32%
CCOC(=O)C1=C(C)Nc2nnnn2C1c1ccc(OC)c(Br)c1 (stereo unspecified)
  2%	11%	4	2%	10%	-5%	0%	-13%	5%	-1%	-26%

# Screening data: PubChem BioAssay, National Center for Advancing Translational Sciences (NCATS)
